Anesthetic bind – binds horse apoferritin like a general anesthetic | apoferritin/1-aminoanthracene competitive binding, fluorescence | Potency, µM (top dose mostly 77.5 µM), for inactives: at the highest dose activity change, negative = displacement, usual class: inhibitors | hit rate 0.074% among 350,000 | AID 485281; further: on the % scale 0 is the no-effect control and ±100 the full control effect; nearly all actives have a fitted effect of over 20% in size
Target sequence (P02791 2-175 limits assumed): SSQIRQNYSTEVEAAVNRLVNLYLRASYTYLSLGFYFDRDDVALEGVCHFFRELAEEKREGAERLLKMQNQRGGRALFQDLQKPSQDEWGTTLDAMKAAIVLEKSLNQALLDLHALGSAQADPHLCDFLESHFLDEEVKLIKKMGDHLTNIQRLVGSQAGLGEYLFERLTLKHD
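In PBS, apoferritin at 10 uM is loaded with 1-AMA from a 50% saturated solution. After 10 min of compound exposure at ambient temperature, reduced 535 nm fluorescence indicates probe displacement.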
BAZ2B inh – inhibitors of human BAZ2B bromodomain. AID 504333. hit rate 4.4% among 360,000. AlphaScreen BAZ2B-H3K14Ac peptide displacement. Potency, µM (highest dose often 114 µM), without a hit: top-dose activity change, negative = inhibition, actives largely listed as inhibitors. Q9UIF8; further: on the % scale 0 is the no-effect control and ±100 the full control effect; nearly all actives have a fitted effect of over 60% in size
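BAZ2B (50 nM) with biotin-H3(5-23)K14Ac peptide (50 nM) in PBS pH 7.4, 0.01% Tween-20, preformed 30 min, then compound 30 min at room temperature; top concentration 110uM. AlphaScreen streptavidin donor/nickel chelate acceptor beads (10 ug/mL final), 20 min dark, signal read.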
G9a inh – inhibitors of human histone lysine methyltransferase G9a | Q96KQ7 | G9a H3K9 monomethylation, AlphaScreen, 2 h | Potency, µM (series often up to 102 µM), for the others: top-dose activity, negative = inhibition, actives largely listed as inhibitors | hit rate 8.8% among 350,000; further: on the % scale 0 is the no-effect control and ±100 the full control effect; nearly all actives have a fitted effect of over 75% in size
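Enzyme 20 nM + cpd, 15 min RT; add b-H3K9 pep 500 nM / SAM 20 uM; 2 h RT; anti-H3K9me1 Ab 0.5 ug/mL + SA donor / anti-rabbit acceptor beads 20 ug/mL each, 10 min; AlphaScreen read.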
POLB inh – inhibitors of human DNA polymerase beta. Potency, µM (highest dose often 114 µM), for inactives: top-dose activity change, negative = inhibition, most hits filed as inhibitors. Pol beta primer extension/strand displacement, fluorescence kinetic. AID 485314. hit rate 1.3% among 340,000. P06746; further: on the % scale 0 is the no-effect control and ±100 the full control effect
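Curves were derived by four-parameter Hill fits of normalized qHTS data. The kinetic fluorescent primer-extension read was taken at 0 and 10 min after 50 nM substrate, following a 15 min room-temperature preincubation of 10 nM enzyme with compounds.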
Pol kappa inh – DNA polymerase kappa (human) inhibition | Q9UBT6 | purified Pol kappa, fluorescent DNA synthesis assay, 10 min | Potency, µM (top dose mostly 107 µM), without a hit: top-dose activity, negative = inhibition, most hits filed as inhibitors | hit rate 0.53% among 400,000; further: on the % scale 0 is the no-effect control and ±100 the full control effect
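10 nM Pol kappa preincubated 15 min at room temperature with compounds, then reaction started with substrate at 50 nM final. Fluorescence read kinetically at 0 and 10 min; buffer-only wells served as negative control.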
POLH inh – inhibitors of human DNA polymerase eta; Q9Y253; recombinant Pol eta, fluorescent DNA replication assay; Potency, µM (top dose mostly 114 µM), inactives show at the top dose activity change, negative = inhibition, actives largely listed as inhibitors; hit rate 1.2% among 390,000; AID 588591; further: on the % scale 0 is the no-effect control and ±100 the full control effect
Target sequence (Q9Y253 whole entry, looked up): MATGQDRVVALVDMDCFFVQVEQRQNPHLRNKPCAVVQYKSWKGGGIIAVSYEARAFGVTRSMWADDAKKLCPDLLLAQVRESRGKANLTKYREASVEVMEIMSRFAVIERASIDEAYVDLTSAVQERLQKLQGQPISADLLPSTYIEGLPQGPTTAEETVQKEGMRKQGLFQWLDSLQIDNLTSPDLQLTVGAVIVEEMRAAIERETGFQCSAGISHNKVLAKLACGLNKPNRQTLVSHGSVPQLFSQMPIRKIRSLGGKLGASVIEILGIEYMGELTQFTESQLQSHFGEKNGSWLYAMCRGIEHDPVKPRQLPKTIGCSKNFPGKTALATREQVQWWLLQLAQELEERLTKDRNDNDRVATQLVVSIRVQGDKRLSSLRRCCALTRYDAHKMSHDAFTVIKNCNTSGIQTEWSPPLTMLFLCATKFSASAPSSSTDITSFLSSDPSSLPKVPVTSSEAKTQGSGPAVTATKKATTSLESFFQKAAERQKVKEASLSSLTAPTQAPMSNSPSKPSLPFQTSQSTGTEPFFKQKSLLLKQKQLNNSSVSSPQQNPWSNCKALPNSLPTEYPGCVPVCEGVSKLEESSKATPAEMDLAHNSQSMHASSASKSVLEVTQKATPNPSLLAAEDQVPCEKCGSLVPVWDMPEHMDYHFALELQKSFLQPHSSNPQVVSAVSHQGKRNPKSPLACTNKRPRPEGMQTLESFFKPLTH
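Fluorescent replication assay: 50 nM final substrate added after a 15 min room-temperature compound preincubation with 10 nM enzyme. Signal taken at 0 min and again at 10 min.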
Pol iota inh – blocks human DNA polymerase iota activity | Pol iota fluorescent replication assay, 10 min | Potency, µM (top dose mostly 115 µM), without a hit: top-dose activity, negative = inhibition, hits mostly inhibitors | hit rate 1% among 390,000 | AID 588590
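Pol iota at 10 nM preincubated 15 min with compounds at room temperature; reaction started with fluorescent substrate, 50 nM final. Fluorescence read kinetically at 0 and 10 min; buffer-only wells as negative control.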
APE1 inh – blocks human APE1 abasic DNA cleavage; P27695; Potency, µM (top dose mostly 65.8 µM), for the others: at the highest dose activity change, negative = inhibition, most hits filed as inhibitors; recombinant APE1, TAMRA/BHQ-2 abasic DNA cleavage fluorescence; hit rate 0.35% among 350,000;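 further: plate controls were vehicle for no effect and reference inhibitor for full effect; nearly all actives have a fitted effect of over 55% in size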
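Enzyme (0.75 nM final) and test compound are incubated 15 min at room temperature before adding 50 nM quenched THF abasic-site duplex. Cleavage dequenches TAMRA, followed at 525/598 nm over three reads one minute apart.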
BLM inh – Bloom syndrome helicase (human) inhibition. AID 2528. recombinant BLM DNA unwinding, fluorescence dequenching. hit rate 0.2% among 350,000. P54132. Potency, µM (titrated, usually from 56.1 µM), for the others: top-dose activity change, negative = inhibition, usual class: inhibitors;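 further: plate controls were vehicle for no effect and no enzyme for full effect; nearly all actives have a fitted effect of over 35% in size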
Numbers without * were called inactive; ? = inconclusive; nt = not tested or not shown; & = joins results of further samples; ! = repeats disagree; [ ] = remark or other dose. The call rests on the fitted dose curve; in most records, active means well fitted curve in the direction sought with a large enough effect; inconclusive means small, poorly fitted or top-dose-only effect, or another doubt; inactive means no such curve, though single readings can be large; an effect the other way counts as inactive or inconclusive. Potency means the concentration at half of the fitted maximal effect.

Abbreviations: A = Anesthetic bind; B = BAZ2B inh; C = G9a inh; D = POLB inh; E = Pol kappa inh; F = POLH inh; G = Pol iota inh; H = APE1 inh; I = BLM inh
> NC(=O)NC(CCC(=O)O)C(=O)O (configuration not stated)
  A: nt | B: nt | C: -2%[12.7 µM] | D: nt | E: 1%[19.4 µM] | F: -11% | G: -19% | H: nt | I: 3%
> NS(=O)(=O)c1cc2c(cc1C(F)(F)F)NC(Cc1ccccc1)NS2(=O)=O (configuration not stated)
  A: -2% | B: -12% | C: -9%[59 µM] | D: 31% | E: ? | F: -2% | G: -8% | H: -6% | I: -3%&5%
> CCCOc1ccccc1-c1nc2n[nH]nc2c(=O)[nH]1
  A: -1% | B: nt | C: 14µM*! | D: 17%[57.1 µM] | E: -6%[60.1 µM] | F: -1%[57.1 µM] | G: 13%[58.9 µM] | H: -5% | I: -13%
> O=C1NCC2(CCN(CCc3ccccc3)CC2)O1
  A: 6%&5% | B: -1% | C: 19%[12.7 µM] | D: 7%[57.1 µM] | E: -11%[60.1 µM] | F: -2%[57.1 µM] | G: -8%[58.9 µM] | H: 0% | I: -11%
> NC(=O)n1c(O)c(C(=O)c2cccs2)c2cc(Cl)ccc21
  A: -16% | B: nt | C: ? | D: nt | E: 0%[60.1 µM] | F: nt | G: nt | H: -1% | I: -12%&-7%
> COc1cc2nc(N3CCN(C(=O)C4COc5ccccc5O4)CC3)nc(N)c2cc1OC (configuration not stated)
  A: ? | B: ? | C: 27%[12.7 µM] | D: -12%[57.1 µM] | E: 0%[60.1 µM] | F: -8% | G: -9% | H: ? | I: ?
> CC(C)=CC(=O)O[C@@H]1Cc2cc3ccc(=O)oc3cc2OC1(C)C
  A: nt | B: -5% | C: 18%[2.33 µM] | D: nt | E: -2% | F: -18% | G: 9% | H: 1% | I: nt
> CCCCCC(=O)O[C@@]1(C(C)=O)CCC2C3CCC4=CC(=O)CC[C@@]4(C)C3CC[C@]21C (some centres not stated)
  A: -6% | B: nt | C: 3%[2.33 µM] | D: nt | E: -17%[60.1 µM] | F: nt | G: nt | H: 9% | I: -1%
> CC1=C(C(=O)O)N2C(=O)[C@@H](NC(=O)[C@H](N)c3ccc(O)cc3)[C@H]2SC1
  A: nt | B: nt | C: nt | D: nt | E: -11% | F: 4% | G: 5% | H: -2%[21 µM] | I: nt
> CNC(=O)c1ccc(CSc2nc3ccncc3n2Cc2ccc(C)cc2)cc1
  A: -6% | B: -8% | C: ? | D: -9% | E: -16% | F: -4% | G: 2% | H: nt | I: 1%
> Nc1nccs1
  A: 11% | B: nt | C: 4%[2.33 µM] | D: nt | E: 1%[19.4 µM] | F: nt | G: -7%[229 µM] | H: 1%&-5% | I: -12%
> CCC[C@H](N[C@@H](C)C(=O)N1[C@H](C(=O)O)C[C@@H]2CCCC[C@@H]21)C(=O)OCC
  A: nt | B: -6% | C: 8%[59 µM] | D: nt | E: 2% | F: -16% | G: -7% | H: -6%&-5% | I: nt
> CC1(C)O[C@H]2CC(=O)OCC23[C@H]2CC[C@@]4(C)[C@H](c5ccoc5)OC(=O)[C@H]5O[C@]54[C@]2(C)C(=O)C[C@@H]13 (some centres not stated)
  A: nt | B: 8% | C: 13%[12.7 µM] | D: nt | E: 11% | F: -5% | G: 19% | H: 25% | I: nt
> O=C1NC(=O)[C@@]2(CCOc3ccc(F)cc32)N1
  A: 8% | B: nt | C: 37%[59 µM] | D: nt | E: -2%[19.4 µM] | F: nt | G: nt | H: -1% | I: 6%
> CCOC(=O)C1(CCOc2ccccc2)CCN(Cc2ccc(O)c(Cl)c2)CC1
  A: -23% | B: ? | C: 14%[59 µM] | D: -14% | E: -15% | F: -26% | G: 25% | H: 38% | I: -8%
> Cc1nnc(NS(=O)(=O)c2ccc(N)cc2)s1
  A: -10% | B: 3% | C: 0%[59 µM] | D: -13% | E: -5% | F: -15% | G: -4% | H: 3% | I: -7%
> Cc1nc2c3ccccc3nc(NNC(=O)CCC(=O)N3CCN(c4ccccc4)CC3)n2n1
  A: -6%&-6% | B: -15%&-17% | C: -10% | D: 37%&30% | E: -2%&-2% | F: -6%&-15% | G: -3%&7% | H: 18% | I: 2%&4%
> O=c1cc(-c2ccc(O)cc2)oc2cc(O)ccc12
  A: 169%[activator] | B: nt | C: -12%[2.33 µM] | D: nt | E: -8%[60.1 µM] | F: nt | G: nt | H: -1% | I: -7%
> O=C(O)COC(=O)Cc1ccccc1Nc1c(Cl)cccc1Cl
  A: -12% | B: -1% | C: 12%[12.7 µM] | D: 1% | E: -8% | F: -14% | G: 19% | H: -7% | I: -2%
> Cc1nn(CC(=O)NCCc2ccccc2)c(=O)c2c1sc1ccccc12
  A: -17% | B: -18% | C: -28%[59 µM] | D: -15% | E: -5% | F: 7% | G: 1% | H: nt | I: -1%
> CC(=O)[C@H]1CC[C@H]2[C@@H]3C[C@H](C)C4=CC(=O)CC[C@]4(C)[C@H]3[C@@H](O)C[C@]12C
  A: -14% | B: -11% | C: 11% | D: 27% | E: 10% | F: -10% | G: 3% | H: 1%[21 µM] | I: -7%
> Cc1oc(-c2cccc(Cl)c2)nc1Cn1c(SCc2ccccc2F)nc2ccncc21
  A: -10% | B: -18% | C: -40%[59 µM] | D: 11% | E: -1% | F: -11% | G: 13% | H: nt | I: -5%
> Cc1onc(-c2ccccc2Cl)c1C(=O)N[C@@H]1C(=O)N2[C@@H]1SC(C)(C)[C@@H]2C(=O)O
  A: nt | B: 2% | C: 24%[12.7 µM] | D: nt | E: -23%&-15% | F: -5%&-9% | G: 2%&-18% | H: 13% | I: nt
> COc1ccc(-c2cc(=O)c3c(O)cc(O[C@H]4OC(COC5OC(C)C(O)C(O)[C@H]5O)C(O)C(O)C4O)cc3o2)cc1O (some centres not stated)
  A: -11% | B: nt | C: -44%[2.33 µM] | D: nt | E: 20µM* | F: nt | G: nt | H: nt | I: -9%
> c1ccc2c(CC3=NCCN3)cccc2c1
  A: 0% | B: 0% | C: -30% | D: 1% | E: 12% | F: -13% | G: -12% | H: 1% | I: 58%[activator]
> C=C1c2cccc(O)c2C(=O)C2C(=O)[C@]3(O)C(=O)C(C(N)=O)C(=O)[C@@H](N(C)C)[C@@H]3[C@@H](O)[C@H]12 (some centres not stated)
  A: nt | B: nt | C: nt | D: nt | E: ? | F: ? | G: 1.3µM* | H: 15% | I: nt
> O=c1cc[nH]c(=O)[nH]1
  A: nt | B: -2% | C: -2%[59 µM] | D: nt | E: -15% | F: 1% | G: -21% | H: 40% | I: -1%
> Nc1ccc(C(=O)Nc2ccccc2N)cc1
  A: 1% | B: 2% | C: 3% | D: 34% | E: -16% | F: 0% | G: 8% | H: 22% | I: -1%&-5%
> C/C=C/C=N\NC(=O)c1ccncc1
  A: -6% | B: -39% | C: nt | D: 21% | E: -12% | F: -10% | G: 34%[activator] | H: -5% | I: -3%
> CC(=O)N(C[C@@H](O)CO)c1c(I)c(C(=O)NC[C@@H](O)CO)c(I)c(C(=O)NC[C@@H](O)CO)c1I
  A: -10%[29.3 µM] | B: nt | C: 14%[21.5 µM] | D: nt | E: -1%[12 µM] | F: nt | G: nt | H: -1%[21 µM] | I: -3%[21.4 µM]

Entries of single compounds as entered above. Screens in order: Anesthetic bind | BAZ2B inh | G9a inh | POLB inh | Pol kappa inh | POLH inh | Pol iota inh | APE1 inh | BLM inh
Results for C/C=C/C=N\NC(=O)c1ccncc1 = -6% | -39% | nt | 21% | -12% | -10% | 34%[activator] | -5% | -3%
Results for CC(=O)[C@H]1CC[C@H]2[C@@H]3C[C@H](C)C4=CC(=O)CC[C@]4(C)[C@H]3[C@@H](O)C[C@]12C = -14% | -11% | 11% | 27% | 10% | -10% | 3% | 1%[21 µM] | -7%

Other entries.
Abbreviations: A = Anesthetic bind; B = BAZ2B inh; C = G9a inh; D = POLB inh; E = Pol kappa inh; F = POLH inh; G = Pol iota inh; H = APE1 inh; I = BLM inh
> O=C(O)[C@@H]1[C@H]2C[C@H]3c4[nH]c5ccccc5c4CCN3C[C@@H]2CC[C@@H]1O
  A: nt | B: ? | C: ? | D: nt | E: ? | F: 79µM* | G: ? | H: -6% | I: nt
> O=c1cc(-c2ccc(O)cc2)oc2cc(O[C@@H]3O[C@H](CO)[C@H](O)[C@H](O)[C@H]3O)cc(O)c12
  A: -1% | B: nt | C: nt | D: nt | E: 17% | F: nt | G: -6% | H: 2% | I: 0%
> O=C(O)CN1C(=O)c2cccc3cccc(c23)C1=O
  A: -11% | B: nt | C: 10%[59 µM] | D: nt | E: 7%&4%[19.4 µM] | F: nt | G: nt | H: 2%&-4% | I: 5%
> CC1(C)OC2CC(=O)OCC23C1CC(=O)C1(C)C3CC[C@@]2(C)[C@H](c3ccoc3)OC(=O)C3OC312 (some centres not stated)
  A: 0% | B: nt | C: 15%[59 µM] | D: nt | E: -16%[60.1 µM] | F: nt | G: nt | H: 13% | I: 5%
> O=C(O)CCC/C=C\C[C@H]1C(=O)C[C@@H](O)[C@@H]1/C=C/[C@@H](O)CCc1ccccc1
  A: 4% | B: nt | C: 26%[59 µM] | D: nt | E: -2%[19.4 µM] | F: nt | G: nt | H: 12%&0% | I: 1%
> Nc1cc(-c2ccncc2)c[nH]c1=O
  A: 0% | B: -12% | C: 45µM*! | D: -6% | E: 0% | F: ? | G: 10µM* | H: ? | I: ?
> CC(=O)NCCCCCC(=O)O
  A: 7% | B: nt | C: -3%[2.33 µM] | D: nt | E: -5%[19.4 µM] | F: nt | G: nt | H: 0% | I: 6%
> CN(C)C/C=C(/c1ccc(Br)cc1)c1cccnc1
  A: nt | B: nt | C: ? | D: 14%[57.1 µM] | E: -10%[60.1 µM] | F: -6%[57.1 µM] | G: ? | H: -2% | I: -9%
> CN1CCC(=C2c3ccccc3CCc3sccc32)CC1
  A: -15% | B: -31% | C: -42%[59 µM] | D: -18% | E: 2% | F: -11% | G: -4% | H: 5% | I: -2%
> CCCCC1CCC(CCCC(C)CCC(=O)O)CC1 (configuration not stated)
  A: 2% | B: -32% | C: 4%[59 µM] | D: ? | E: -22% | F: -11% | G: -13% | H: nt | I: -7%

These rows are one share of the data; the hit share may differ from the screen's.
